IMPase cell inh: qHTS Assay for Identifying the Cell-Membrane Permeable IMPase Inhibitors; AID 901, 2007; inhibition (IP1 accumulation), % at 46.1 µM; CHO-M1 cells, IP1 accumulation, HTRF TR-FRET ratio; 120,000 tested, under 10 active; Inositol monophosphatase 1 (Rattus norvegicus), P97697; active = well fitted curve in the direction sought with a large enough effect in the signal ratio, not every such curve was filed as active; inconclusive = small, poorly fitted or top-dose-only effect, or a change in a side signal; inactive = no such curve, though single readings can be large or run the other way; the % refers to the signal ratio;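 note: cells stimulated with carbachol in lithium chloride buffer; plate controls were DMSO basal wells for no effect and reference inhibitor wells for full effect; higher means more IMPase inhibition seen as more IP1 and lower FRET ratio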
Target sequence (P97697 whole entry, looked up): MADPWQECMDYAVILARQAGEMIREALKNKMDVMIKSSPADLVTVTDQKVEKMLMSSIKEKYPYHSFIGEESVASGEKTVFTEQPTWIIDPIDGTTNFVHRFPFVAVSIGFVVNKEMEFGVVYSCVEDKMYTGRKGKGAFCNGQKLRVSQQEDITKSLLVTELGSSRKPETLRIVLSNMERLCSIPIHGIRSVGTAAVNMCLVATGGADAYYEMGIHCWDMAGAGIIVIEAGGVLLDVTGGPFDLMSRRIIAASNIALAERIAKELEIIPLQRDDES
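Carbachol-driven Gq signalling in CHO-M1 cells (2000/well) generates IP1. Compounds that block IMPase raise IP1 and so reduce the FRET signal from Eu-anti-IP1 and d2-IP1 after a 10 min room-temperature lysis.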
ALOX12 inhib: qHTS Assay for Inhibitors of 12-hLO (12-human lipoxygenase); purified 12-hLO, xylenol orange hydroperoxide absorbance; AID 1452, 2008; 150,000 tested, 0.12% active; Potency, µM (doses to about 57.1 µM), for the others: at the highest dose activity change, negative = inhibition, usual class: inhibitors; Polyunsaturated fatty acid lipoxygenase ALOX12 (Homo sapiens), P18054; note: potency is the fitted concentration of half-maximal effect; nearly all actives have a fitted effect of over 55% in size; many of its hits are not listed in these tables
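Lipoxygenase turnover measured by absorbance at 573 and 405 nm after Fe-XO development. Human 12hLO 150 nM, arachidonate 40 uM, pH 7.0 Hepes buffer with detergent; 15 min compound preincubation, 30 min reaction.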
PNC assembly inh: High Content Assay for Compounds that inhibit the Assembly of the Perinucleolar Compartment | 140,000 tested, 3.1% active | AID 2417, 2010 | activity change (PNC), negative = inhibition, % at 10 µM | PC3M PTB-GFP, PNC prevalence imaging, 16 h; hits give low values;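 active = readout at or below -70, meaning at least 70% loss of cells showing the perinucleolar compartment, a nuclear body marking cancer cells; inconclusive = readout between -30 and a set limit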;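 note: plate controls were DMSO wells for no effect and camptothecin positive control wells for full effect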
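Read-out is percentage of cells bearing a perinucleolar compartment, from automated 20x imaging of fixed, Hoechst-stained PC3M PTB-GFP cells. Cells were seeded 4 h, then exposed 16 h to compound (23 nl of library stock) in duplicate plates.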
ALOX15B inhib: qHTS Assay for Inhibitors of 15-hLO-2 (15-human lipoxygenase 2); Polyunsaturated fatty acid lipoxygenase ALOX15B (Homo sapiens), O15296; purified 15hLO-2, xylenol orange hydroperoxide absorbance; Potency, µM (series often up to 57.1 µM), without a hit: at the highest dose activity change, negative = inhibition, most hits filed as inhibitors; 110,000 tested, 0.56% active; AID 881, 2007; note: potency is the fitted concentration of half-maximal effect; nearly all actives have a fitted effect of over 60% in size; many of its hits are not listed in these tables
Target sequence (O15296 whole entry, looked up): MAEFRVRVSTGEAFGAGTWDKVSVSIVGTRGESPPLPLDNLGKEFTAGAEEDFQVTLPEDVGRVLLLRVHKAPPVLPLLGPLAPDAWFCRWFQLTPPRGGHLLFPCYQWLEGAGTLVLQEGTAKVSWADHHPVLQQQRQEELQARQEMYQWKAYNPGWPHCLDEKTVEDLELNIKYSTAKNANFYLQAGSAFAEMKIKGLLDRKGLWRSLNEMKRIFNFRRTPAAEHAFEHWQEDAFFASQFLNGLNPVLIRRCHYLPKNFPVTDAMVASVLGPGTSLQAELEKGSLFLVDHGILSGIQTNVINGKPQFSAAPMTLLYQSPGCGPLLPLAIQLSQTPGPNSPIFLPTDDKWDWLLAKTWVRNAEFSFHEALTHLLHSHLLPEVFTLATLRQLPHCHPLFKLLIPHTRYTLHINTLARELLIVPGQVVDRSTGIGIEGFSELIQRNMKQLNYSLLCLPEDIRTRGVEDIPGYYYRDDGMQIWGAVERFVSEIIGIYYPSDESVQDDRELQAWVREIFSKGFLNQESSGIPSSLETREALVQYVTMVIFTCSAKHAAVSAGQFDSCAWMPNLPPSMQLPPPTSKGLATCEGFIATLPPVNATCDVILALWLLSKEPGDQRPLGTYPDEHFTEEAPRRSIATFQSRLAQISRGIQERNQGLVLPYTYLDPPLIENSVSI
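Screening format was qHTS against 50 nM purified 15hLO-2 in Hepes pH 7.5 with detergent. Activity follows hydroperoxide formation from 45 uM arachidonic acid, measured as 573:405 nm absorbance ratio of the ferric-xylenol orange complex.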
Starred values were filed as active, the others as inactive; ? = inconclusive; nt = not tested or not shown; & = joins results of further samples; [ ] = dose if it differs, or a comment. Unless noted, calls come from the whole dose curve; as a rule, active = well fitted curve in the direction sought with a large enough effect; inconclusive = small, poorly fitted or top-dose-only effect, or another doubt; inactive = no such curve, though single readings can be large; an effect the other way counts as inactive or inconclusive. Unless noted, % is set by controls: 0 for no effect and ±100 for the full control effect. Some of the compounds tested; rates above refer to the full screens.

Values run as follows: IMPase cell inh | ALOX12 inhib | PNC assembly inh | ALOX15B inhib
O=C(/C=N/O)NCc1cccnc1
    3 | -1% | ? | -11%
CCCCCCn1c(CN2CCC(C)CC2)nc2c1c(=O)n(C)c(=O)n2C
    -10 | -1% | -29 | nt
CCOC(=O)N1CCN(C(=O)c2ccc3c(c2)N(Cc2ccc(C)cc2)CCS3)CC1
    1 | -8% | -3 | -20%
COc1ccc(-c2cnc(N)nc2-c2ccc(OC)cc2O)cc1
    6 | -13% | 6 | 16%
Cc1ccc(-c2cc(C(F)F)n3ncc(C(=O)N4CCCc5ccccc54)c3n2)cc1
    10 | 6% | -100* | nt
CC(O)CNC(=O)C1CCN(Cc2ccc(OCc3ccccc3)cc2)CC1 (centres undefined)
    6 | -6% | -26 | 13%
Cc1nc2ccccn2c1-c1csc(NCc2ccco2)n1
    6 | -4% | 15 | -1%
Cc1ccc2c(c1)CCCN2C(=O)c1cccs1
    6 | -6% | -4 | -6%
CCC(C)NC(=O)C1CCN(S(=O)(=O)c2cccs2)CC1 (centres undefined)
    1 | 13% | -7 | -2%
CCOC(=O)c1c(C)[nH]c(C(=O)Nc2ccc(C)c(Cl)c2)c1C
    nt | -3% | -2 | nt
COc1cc(OC)c(OC)cc1CNCCNC(=O)c1nonc1N
    -1 | -1% | -18 | 0%
COc1ccc(CCC(=O)Nc2ccc(N3CCOCC3)cc2)cc1
    3 | -3% | -3 | -4%
COc1ccc(NC(=O)CSc2nc3sc(C)c(C)c3c(=O)n2Cc2ccco2)cc1
    -3 | -8% | 30 | ?
COc1cc(/C=N/N2C(=O)CSC2=S)ccc1O
    10 | ? | 5 | -17%
O=C(c1nnc(Cc2ccc(Cl)cc2)o1)N1CCOCC1
    nt | 1% | 33 | nt
COC(=O)c1ccc(NC(=O)CSc2nnc(Cc3cccn3C)n2-c2ccc(F)cc2)cc1
    -10 | 0% | 95 | nt
Cn1c(Br)nc2c1c(=O)n(CC(O)COc1ccccc1)c(=O)n2C (centres undefined)
    5 | -5% | -2 | 4%
CN1CCCCCC1=NC1=C(C#N)CCCC1
    6 | 2% | -19 | 8%
CC1CN(C(=O)COC(=O)c2cccs2)CC(C)O1 (centres undefined)
    2 | -1% | -4 | 2%
CC(C)C(=O)NC(NC(=S)NC1CCS(=O)(=O)C1)C(Cl)(Cl)Cl (centres undefined)
    -3 | -4% | -100* | nt
COC(=O)N/N=C/c1cc(OC)c(O)c([N+](=O)[O-])c1
    nt | -2% | 8 | nt
O=C(C1CC1)N1CCc2cc(Br)cc(S(=O)(=O)N3CCN(c4ccccn4)CC3)c21
    4 | 20% | ? | 5%
CC(=O)C1=C(NC(=O)c2ccc(F)cc2)CC2C1C2(C)C (centres undefined)
    4 | -9% | -14 | -20%
O=C(C(c1ccccc1)c1ccccc1)N1CCN(CCN2C(=O)c3cccc4cccc(c34)C2=O)CC1
    13 | 1% | ? | nt
C/C(=N\NC(=O)c1ccc(Cn2cc(Br)cn2)o1)c1cccc(NC(=O)C(C)(C)C)c1
    nt | 2% | 38 | nt
CCCNC(=O)COC(=O)CCC(=O)c1ccc(F)cc1
    -4 | 7% | ? | -2%
CC(=O)NS(=O)(=O)c1ccc(N)cc1
    -1[20.6 µM] | -2% | -24 | -8%
c1csc(CCNc2ncnc3sc4c(c23)CCC4)c1
    11 | -2% | ? | 24%
O=C(c1cc(Cl)c(=O)n(Cc2ccccc2)c1)N1CCOCC1
    1 | 7% | 49 | nt
Cc1ccc(/C=N/Nc2cccc(C(=O)O)c2)s1
    nt | 2% | ? | nt
COC(=O)c1sccc1-c1ccc(/C=N/OCc2c(Cl)cccc2Cl)o1
    -7 | 5% | 9 | 4%
CSCC[C@H](NC(=O)c1nn(C)c(=O)c2ccccc12)c1nc2ccccc2[nH]1
    8 | 0% | -11 | 4%
Cc1cccc(-n2c(SCCC(=O)O)nnc2-c2cccs2)c1C
    2 | -1% | 6 | 0%
COC(=O)c1cc(OC)c(OC)cc1NC(=O)CCc1ccc(C)o1
    5 | -3% | ? | 3%
CCCc1nnc(SCC(=O)N2CCCC(C)C2)n1CC1CCCO1 (centres undefined)
    -16 | 0% | 43 | 5%
C=CCn1c(SCc2csc(C)n2)nc2scc(-c3ccc(C)o3)c2c1=O
    6 | -8% | -100* | -20%
CCN(CC)C(=O)CN1CCC(n2c(C)nc3cc(C(F)(F)F)ccc32)CC1
    -15 | 1% | ? | 23%
CN1C(=O)c2ccc(N(C)C)cc2C1=O
    5 | 2% | 217 | nt
CCOC(=O)N1CCN(C(=O)c2ccc(-n3c(C)ccc3C)cc2)CC1
    14 | 2% | -15 | nt
C[N+]1(C)CCc2cc(O)c(O)cc2[C@H]1Cc1ccc(O)c(O)c1
    nt | -11%[11.4 µM] | nt | -1%[11.4 µM]
O=C(O)C1CSC(c2coc3ccccc3c2=O)N1 (centres undefined)
    nt | -3% | -13 | nt
C=CCOc1ccc(C2/C(=C(\O)c3c(C)[nH]c(C(=O)OC)c3C)C(=O)C(=O)N2CCN(C)C)cc1 (centres undefined)
    -27 | 1% | -12 | 11%
Cc1cccc(OCCC(=O)Nc2ccc(F)c(Cl)c2)c1
    nt | 3% | 1 | nt
Cc1ccccc1OCC(=O)N1N=C(c2cccnc2)CC1(O)C(F)(F)F (centres undefined)
    nt | 2% | -1 | nt
CN(C)CCOC(C1CCCCC1)C1CCCCC1
    5 | -5% | ? | 44%[activator]
c1ccc2c(c1)CCOC2CNCCCN1CCCCC1 (centres undefined)
    -3 | 2% | 5 | nt
Cc1n[nH]c(C)c1S(=O)(=O)N1CCN(C(=O)c2ccco2)CC1
    -1 | -4% | -1 | 3%
O=C(C1CCCN(S(=O)(=O)c2cnc[nH]2)C1)N1CC(=O)N(CCc2ccccc2)C(=O)C1 (centres undefined)
    4 | 1% | -119* | nt
CCOC(=O)c1cc2c(nc1NC(=S)Nc1ccccc1)CC(C)(C)OC2
    -6 | -4% | -82* | nt
CCCCNC(=O)CSc1cc(=O)n(C)c2ccccc12
    -5 | 3% | 11 | 2%
Cc1ccccc1Cn1c2ccccc2c2cnn(CC(=O)N3CCN(c4ccccc4)CC3)c(=O)c21
    8 | -2% | -15 | -6%
CC1=NN(C(=O)c2ccc(Cn3ccc([N+](=O)[O-])n3)cc2)C(O)(C(F)(F)F)C1 (centres undefined)
    nt | -3% | ? | nt
COc1ccc(-c2csc(NC(=O)CCCc3cccs3)n2)cc1
    5 | -4% | -29 | nt
CCOc1ccc(Oc2nc(C)cc(OC)n2)nn1
    nt | -3% | ? | nt
COC(=O)C(Cc1ccc(O)cc1)NC(=O)C(C)Oc1ccccc1 (centres undefined)
    9 | -6% | ? | 1%
CCOc1ccc(C(=O)COC(=O)CC)cc1
    2[1.84 µM] | -6% | 8 | 1%[11.4 µM]
NCCCCCCNS(=O)(=O)c1cccc2c(Cl)cccc12
    0&9 | -4%&-3%&-2% | nt | 65%&49%&30%[activator]
COc1ccc(C)cc1S(=O)(=O)N(CC(=O)O)c1ccc(C)cc1
    -6 | -2% | 15 | 0%
CCC(C)C(=O)Nc1nc(C)c(-c2csc(Nc3ccc(Cl)cc3)n2)s1 (centres undefined)
    1 | -9% | 35 | 6%
O=C(CC1Oc2ccccc2NC1=O)NCCCN1CCN(Cc2ccccc2)CC1 (centres undefined)
    13 | -2% | 23 | 15%

The list goes on:
Values run as follows: IMPase cell inh | ALOX12 inhib | PNC assembly inh | ALOX15B inhib
CC1(C)CC(=O)C(C=NCCN2CCN(C(=O)C34CC5CC(CC(C5)C3)C4)CC2)=C(O)C1
    2 | 2% | -25 | -5%
O=C(NCc1ccco1)c1c2c(nc3ccccc13)CCC2
    4 | -8% | 0 | -15%
CCOc1ccc2nc3c(cc2c1)CN(CCOC)C(=NCCOC)S3
    6 | 0% | 23 | 6%
CC1(C)OC2OC(C(=O)N/N=C/c3ccccc3F)C3OC(C)(C)OC3C2O1 (centres undefined)
    1 | -3% | -10 | nt
CN(CCOC(=O)c1ccc2c(c1)OCCO2)Cc1ccccc1
    1 | 1% | -25 | 13%
O=C(CSc1ncccc1-c1nc2ccccc2[nH]1)N1CCc2ccccc21
    nt | -2% | 29 | nt
O=C(Oc1ccccc1OC(=O)N1CCOCC1)N1CCOCC1
    -8 | -1% | 13 | 1%
COc1cc(C)nc(OCCNC(=O)COc2ccc(Cl)cc2Cl)n1
    -1 | -2% | -29 | 5%
CC(C)CCNC(=S)NC1CCCC1
    -5 | -2% | 5 | -17%
Cc1cccc(NC(=O)CCSc2ccccn2)c1
    nt | 2% | 9 | nt
Cc1onc(-c2c(Cl)cccc2Cl)c1C(=O)c1c[nH]c(C(=O)NC2CC2)c1
    17 | 5% | -15 | 1%
Nc1nc(CSc2ncccn2)nc(Nc2ccccc2)n1
    -7 | -6% | -19 | 8%
C/C(=N\NC(=O)COc1ccccc1F)c1cc2ccccc2o1
    nt | 1% | 44 | nt
O=C(Nc1ccc2c(c1)OCCO2)c1ccc(NC(=O)C2CCCO2)cc1 (centres undefined)
    3 | -6% | ? | -4%
C=CCN(c1ccc(C(=O)N2CCCC2)cc1)S(C)(=O)=O
    1 | 4% | -9 | -1%
O=C(OCC(F)(F)F)c1cccc(COc2ccc3ccccc3c2)c1
    -2 | 3% | 26 | 10%
O=C(NCCc1ccccc1)C(=O)Nc1nccs1
    1 | -2% | ? | nt
Cc1cn([C@H]2C=C[C@@H](CO)O2)c(=O)[nH]c1=O
    -4 | -1% | 65 | -11%[0.0915 µM]
O=C(CCN1C(=O)/C(=C/C=C/c2ccccc2)SC1=S)Nc1nccs1
    -9 | 2% | 7 | ?
O=C(O)c1ccc2c(c1)C(=O)N(c1cc(C(=O)O)ccc1Br)C2=O
    8 | -4% | 50 | 0%
Cc1ccc(-n2ncc3c(N4CCN(c5ccccc5)CC4)ncnc32)c(C)c1
    13 | -1% | -20 | -2%
NC(N)=N/N=C\c1ccc(C2CCNCC2)cc1
    nt | -1%[11.4 µM] | nt | 12%[11.4 µM]
O=C(/C=C/c1ccccc1)Nc1cccc(S(=O)(=O)Nc2ccccc2F)c1
    nt | 1% | -7 | nt
CC(C)C(=O)Nc1cccc(C(=O)Nc2nccs2)c1
    -5 | 0% | 7 | 7%
COC(=O)CSc1nc(C)c2ccc(OC)cc2n1
    4 | -6% | 1 | nt
Cc1csc(SC(C)C(=O)Nc2ccc(Cl)cn2)n1 (centres undefined)
    -1 | -3% | 4 | -4%
CCCNC(=O)CSc1nc(-c2cccs2)cc(C(F)(F)F)n1
    2 | 3% | -26 | -11%
CC(=O)c1ccc(OC(=O)CCN2c3ccccc3Sc3ccccc32)cc1
    nt | -6% | -29 | nt
O=C(Nc1ccccc1)c1cc([N+](=O)[O-])ccc1NC1CCCCC1
    4 | -7% | ? | nt
CCOc1ccc(Nc2nc(Cl)nc(NCCO)n2)cc1
    nt | 2% | 21 | nt
NCCC(=O)N[C@H](Cc1cnc[nH]1)C(=O)O
    nt | 2% | nt | -7%
CN1CCN(Cc2cc(=O)oc3ccc(Cl)cc23)CC1
    7 | -2% | -3 | 4%
Cc1ccc2c(CC(=O)NCc3cccs3)coc2c1
    nt | -3% | ? | nt
O=S(=O)(c1cccs1)N1CN(Cc2ccccc2)c2nc3ccccc3nc21
    ? | -5% | 20 | -8%
CC(C(=O)NCCCN1CCOCC1)n1cccc1C(=O)c1ccccc1 (centres undefined)
    -2 | -3% | 274 | nt
CCN(CC)c1ncnc2c1cnn2C
    -1 | 7% | 14 | 3%
CC(=O)c1cc(-c2ccccc2)[nH]c1N1CCOCC1
    6 | -20% | -8 | ?
CCCOc1ccc(/C(O)=C2/C(=O)C(=O)N(CCCOC)C2c2cccnc2)cc1 (centres undefined)
    -12 | -2% | -1 | -1%

Bioassay records: PubChem, National Center for Advancing Translational Sciences (NCATS)
